# D1 antag – Antagonist of Human D 1 Dopamine Receptor: qHTS; D(1A) dopamine receptor (Homo sapiens), P21728; HEK293 TREx D1 cells, calcium flux, dopamine EC80; hits give low values; activity change, negative = inhibition, % at 10 µM; actives 3.2% (n = 360,000); in the data active = activity change below about -30%; note: % is set by controls: 0 for no effect and ±100 for the full control effect
#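 Compound effects on dopamine-evoked calcium signalling were measured in tetracycline-induced HEK293 Trex D1 cells. Dopamine at EC80 followed a 180 s compound pre-read, and fluorescence was tracked kinetically for 180 s more.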
# D2 antagonist – HTS Assay for Allosteric Antagonists of the Human D2 Dopamine Receptor: Primary Screen for Antagonists | inhibition, % at 10 µM | D(2) dopamine receptor (Homo sapiens), P14416 | HEK293 TREx D2 cells, calcium flux, dopamine EC80 | AID 485344, 2010 | actives 2% (n = 340,000); in the data active = inhibition above about 30%; note: 0% is about no effect
#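 Antagonism is scored as inhibition of an EC80 dopamine-evoked calcium signal in a force-coupled, tetracycline-inducible HEK293 T-REx D2 line, with compound present 180 s before agonist.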
# RXFP1 antag – qHTS Assay for Antagonists of the Relaxin Receptor RXFP1. activity change, negative = inhibition, % at 57.5 µM. AID 1259400, 2018. Relaxin receptor 1 (Homo sapiens), Q9HBX9. HEK293-RXFP1, relaxin-stimulated cAMP HTRF, 30 min; hits give low values. actives 0.59% (n = 350,000);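 active = activity change of -60% or lower, but not beyond a set lower limit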; note: % is set by controls: 0 for no effect and ±100 for the full control effect
# Target sequence (Q9HBX9 whole entry, looked up): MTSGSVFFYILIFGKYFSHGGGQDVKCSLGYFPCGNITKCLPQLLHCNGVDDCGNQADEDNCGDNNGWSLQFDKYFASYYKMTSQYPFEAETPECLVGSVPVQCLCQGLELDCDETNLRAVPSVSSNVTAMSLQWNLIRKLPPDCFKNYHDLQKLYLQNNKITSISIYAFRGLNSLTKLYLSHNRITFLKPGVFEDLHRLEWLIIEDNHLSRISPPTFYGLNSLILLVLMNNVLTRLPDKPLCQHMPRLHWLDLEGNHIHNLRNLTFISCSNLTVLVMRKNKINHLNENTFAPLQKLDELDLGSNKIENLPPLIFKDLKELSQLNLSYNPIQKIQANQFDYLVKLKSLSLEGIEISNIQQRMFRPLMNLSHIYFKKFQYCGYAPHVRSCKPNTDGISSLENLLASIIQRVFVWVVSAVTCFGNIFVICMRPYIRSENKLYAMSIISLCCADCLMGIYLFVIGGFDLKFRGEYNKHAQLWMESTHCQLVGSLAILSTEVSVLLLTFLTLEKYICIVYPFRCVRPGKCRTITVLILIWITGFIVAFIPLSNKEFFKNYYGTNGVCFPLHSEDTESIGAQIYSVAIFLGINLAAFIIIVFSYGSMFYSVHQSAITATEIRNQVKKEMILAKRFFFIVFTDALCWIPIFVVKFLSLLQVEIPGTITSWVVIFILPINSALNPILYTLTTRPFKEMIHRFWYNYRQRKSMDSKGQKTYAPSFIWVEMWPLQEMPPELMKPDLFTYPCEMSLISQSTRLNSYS
# D2 potentiator – HTS Assay for Positive Allosteric Modulators of the Human D2 Dopamine Receptor: Primary Screen for Potentiators | HEK293 T-REx D2, calcium flux, EC20 dopamine potentiation | potentiation, % at 10 µM | AID 485347, 2010 | D(2) dopamine receptor (Homo sapiens), P14416 | actives 0.34% (n = 340,000);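 active = potentiation over 3 SD above the plate norm, cut at about 30% in these data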; note: 0% is about no effect
#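 Primary screen. Calcium kinetics in induced HEK293 T-REx D2 cells: compound pre-addition 180 s, EC20 dopamine, 180 s more.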
# D1 PAM – Potentiators of Human D1 Dopamine Receptor: qHTS; D(1A) dopamine receptor (Homo sapiens), P21728; HEK293 TREx D1 cells, calcium flux, dopamine EC20 potentiation; potentiation, % at 10 µM; actives 0.036% (n = 360,000); AID 504651, 2011; in the data active = potentiation above about 30%; note: 0% is about no effect
# TRHR enhancer – qHTS for Small Molecule Agonists and Allosteric Enhancers of Human TRH Receptor: Primary Screen for Enhancers. Thyrotropin-releasing hormone receptor (Homo sapiens), P34981. TRHR cells, fluo-8 calcium fluorescence, EC20 TRH enhancement. enhancement, % at 2 µM. actives 0.66% (n = 360,000). AID 493056, 2011; in the data active = enhancement above about 30%; note: 0% is about no effect
#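 Enhancer read-out: after compound pinning and an initial kinetic agonist-mode read, an EC20 of TRH (10 nM final) was injected and fluo-8 calcium signal (Ex 480/Em 530) followed at 1 s/cycle for 100 cycles in TRHR-expressing cells.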
# D1 agonist – Allosteric Agonists of the Human D1 Dopamine Receptor: qHTS | D(1A) dopamine receptor (Homo sapiens), P21728 | HEK293 T-REx D1 cells, calcium flux, agonist mode | activation, % at 2 µM | actives 1% (n = 360,000) | AID 504660, 2011; note: 0% is about no effect
#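 Tetracycline-induced HEK293 TREx D1 cells, force-coupled to calcium signalling, were dye-loaded with a no-wash calcium kit. Compound was pin-added after a 10 s baseline. Fluorescence was read kinetically at 1 cycle/s for 180 s, with calcium rises flagged as agonism.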
# TRHR agonist – qHTS for Small Molecule Agonists and Allosteric Enhancers of Human TRH Receptor: Primary Screen for Agonists; TRHR cells, calcium flux fluo-8, FDSS agonist mode; Thyrotropin-releasing hormone receptor (Homo sapiens), P34981; actives 0.18% (n = 360,000); activation, % at 2 µM; note: 0% is about no effect
#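 Fluo-8-loaded TRHR cells; 10 s baseline, compound added, kinetic Ca2+ fluorescence read 1/s, agonist mode.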
# D2 agonist – HTS Assay for Allosteric Agonists of the Human D2 Dopamine Receptor: Primary Screen for Agonists | D(2) dopamine receptor (Homo sapiens), P14416 | HEK293 T-REx D2 cells, calcium flux agonist mode | activation, % at 2 µM | actives 0.53% (n = 340,000) | AID 485358, 2010;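 active = activation over 3 SD above normal in the single-dose calcium agonist read, cut at about 30% in these data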; note: 0% is about no effect
#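 HEK293 Trex D2 cells, tetracycline-induced, o/n 30 C 5% CO2; no-wash Ca dye, RT 30–90 min; 10-cycle baseline, 23 nl cpd added, kinetic Ca read 180 s; agonist hits = positive Ca response.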
# Active calls of the source: *; . = not tested or not shown. Cut-off read from the data, not from the text of the source, unless noted: active = activation above about 30%; inactive = the rest.
SMILES,D1 antag,D2 antagonist,RXFP1 antag,D2 potentiator,D1 PAM,TRHR enhancer,D1 agonist,TRHR agonist,D2 agonist
Cc1cccc(/C=N/NC(=O)C(C)Nc2cccc3ccccc23)n1 (configuration not stated),3,.,1,.,0,12,0,-0.1,.
COC(=O)C(=N/Nc1ccccc1C(=O)OC)/C(C)=N/O,-8,-3,-32,-1,0,-8,0,0.1,0.5
Cc1[nH][nH]c(=O)c1C(c1ccc(-c2ccc(Cl)cc2)o1)c1c(C)[nH][nH]c1=O,-5,19,2,-3,2,-5,23,1.1,-1.6
Cn1c(=O)[nH]c(=O)c2[nH]c(N(Cc3ccccc3)Cc3ccccc3)nc21,-13,-38,-15,-10,-5,-2,1,0.0,1.5
CC(C)N(C(=O)CSc1n[nH]c(=O)n1CCc1ccccc1)C(C)C,7,-13,-13,1,.,9,4,0.4,1.3
CCc1ccc(CN(C)C(=O)CCc2nnc(COc3ccccc3)o2)cc1,-5,0,3,12,-4,-3,1,-1.8,-0.9
O=C(NCCCn1ccnc1)c1cn(-c2ccccc2)nc1-c1ccc(F)cc1,-1,29,18,-24,-2,-7,-1,-0.2,-0.4
O=C(COc1ccc(Br)cc1)NCCO,-2,-7,-4,9,3,5,3,0.3,0.1
Cn1c(C(=O)Nc2cccc(Cl)c2)cc2c(=O)n(C)c3ccccc3c21,7,.,.,7,1,3,-1,0.0,-0.2
Cc1cc(NS(=O)(=O)c2ccc(NC(=O)COc3ccccc3Br)cc2)no1,1,.,-6,5,-3,-8,-1,-1.1,.
CC1CCN(S(=O)(=O)c2ccc3c(c2)oc(=O)n3CC(=O)NCc2ccc3c(c2)OCO3)CC1,-5,-21,.,3,.,8,14,-0.1,-0.2
O=C(O)C1CC(=O)N(CCc2ccccc2)C1 (configuration not stated),-12,-10,11,-7,0,3,5,-0.2,1.1
O=c1oc2cc(OCc3ccc(F)cc3F)ccc2cc1-c1ccc2ccccc2n1,9,-6,.,0,4,1,3,0.7,1.1
COc1ccc(-c2csc3ncn(-c4cccc(C)c4)c(=O)c23)cc1OC,2,9,-14,-5,-2,-4,0,-1.1,0.8
O=[N+]([O-])c1cccc2c(S(=O)(=O)N3CCCCC3)cccc12,0,-8,0,2,-6,10,0,-1.2,-0.1
CCn1c(SCC(=O)c2ccc(F)cc2)nnc1-c1ccoc1C,6,-3,5,14,-9,-5,1,-1.5,0.7
CCN(CC)S(=O)(=O)c1ccc(C2=NOC3(C2)N(C)c2ccccc2C3(C)C)cc1 (configuration not stated),0,-1,-6,-6,2,1,2,0.1,-0.2
CCN1CCN(C(=O)C(=O)c2c(C)[nH]c3ccccc23)CC1,23,-5,6,7,-3,-2,2,0.8,-0.4
COc1ccc(NC(=O)Cn2nnc(-c3nc(-c4ccncc4)no3)c2N)cc1OC,6,.,2,1,-1,-1,0,0.1,0.0
NC1=NC(=O)C2(COC(c3cccc([N+](=O)[O-])c3)OC2)S1 (configuration not stated),9,-9,-10,-2,-4,0,1,0.9,2.0
COc1ccc(OC)c(S(=O)(=O)N(C)CC(=O)N2CCN(c3cccc(Cl)c3)CC2)c1,1,-4,-9,0,-5,-3,1,-0.8,0.1
C#CCOC(=O)c1csc2nnsc12,3,-8,-2,0,3,1,-1,-0.1,0.0
COc1ccc(CCNC(=O)c2cc(S(=O)(=O)N(C)c3ccccc3)ccc2Cl)cc1,-56*,17,1,2,-4,-10,12,0.7,0.1
NCCc1nnc(SCC(N)=O)o1,8,2,18,-2,2,3,3,0.1,0.0
COc1ccccc1-n1c(SCC(=O)Nc2ccc(Br)cc2)nc(O)cc1=O,0,2,-16,-9,2,-10,5,0.6,0.6
O=C(NN1CC(C(=O)OCc2ccc(Cl)cc2Cl)CC1=O)c1ccccc1 (configuration not stated),-22,11,-4,0,-6,-2,1,-1.2,0.5
CCC(=O)NC(=S)NNC(=O)c1ccc(NC(=O)c2ccccc2)cc1,-9,11,17,-4,4,-4,5,0.3,-0.9
Cn1c(Cc2cccs2)nnc1SCC(=O)N1CCCc2ccccc21,6,.,1,.,-4,-4,2,0.0,.
CCC(=O)N1CCCc2cc(S(=O)(=O)NCc3cccs3)ccc21,1,2,2,-3,-1,-4,2,0.2,0.2
Cc1ccoc1C(=O)NCCCNC(=O)c1occc1C,5,17,6,7,-1,3,0,-1.2,0.9

# Three of the entries above in order of their number in TRHR enhancer, largest number first.
SMILES	TRHR enhancer
Cc1ccoc1C(=O)NCCCNC(=O)c1occc1C	3
C#CCOC(=O)c1csc2nnsc12	1
COc1ccc(OC)c(S(=O)(=O)N(C)CC(=O)N2CCN(c3cccc(Cl)c3)CC2)c1	-3

# Continued:
SMILES,D1 antag,D2 antagonist,RXFP1 antag,D2 potentiator,D1 PAM,TRHR enhancer,D1 agonist,TRHR agonist,D2 agonist
CC[N+](CC)(CCCCS(=O)(=O)[O-])CCNP1(=O)C=C(c2ccccc2)OC(c2ccccc2)=C1,12,3,5,-2,1,3,5,-0.1,-0.3
CCOc1ccc(N(CC(=O)Nc2ccc(OC)cc2)S(C)(=O)=O)cc1,21,-4,-9,-5,2,-2,2,-0.2,-0.2
CC(=O)c1ccc(NC(=O)CN(c2c(C)cccc2C)S(C)(=O)=O)cc1,3,.,6,.,-2,6,0,0.0,.
O=C(NCCc1ccc(Cl)cc1)C12CC3CC(CC(O)(C3)C1)C2,6,1,7,0,1,45*,0,0.4,-0.8
CCC(C)[C@H]1CN=C(N)N1CCCc1cc(OC)c(OC)c(OC)c1 (some centres not stated),8,-18,.,10,5,1,1,-0.1,0.2
CCOc1ccc(CCNC(=O)CCc2cn(Cc3ccc(C)cc3)c3ccccc23)cc1,1,.,11,-2,-7,-2,12,0.6,0.0
CCOc1cc(/C=C(/NC(C)=O)C(=O)O)cc(Cl)c1OCc1cccc(Br)c1,8,.,1,.,-4,3,1,0.2,.
Cc1sc(NC(=O)C2CC(Cl)=CCC2C(=O)O)c(C#N)c1C (configuration not stated),9,6,-9,-19,-5,-5,0,0.4,2.5
CC12CCC(C(=O)NNc3ccc([N+](=O)[O-])cc3)(OC1=O)C2(C)C (configuration not stated),-17,-8,-14,6,-2,4,1,0.6,-0.5
CCc1ccc(CNC(=O)CCC(=O)n2ncc3cc(C)ccc32)cc1,9,4,-4,-1,1,3,0,-0.6,-0.6

# Structural class: the compounds so far containing fluorine (3)
SMILES,D1 antag,D2 antagonist,RXFP1 antag,D2 potentiator,D1 PAM,TRHR enhancer,D1 agonist,TRHR agonist,D2 agonist
O=C(NCCCn1ccnc1)c1cn(-c2ccccc2)nc1-c1ccc(F)cc1,-1,29,18,-24,-2,-7,-1,-0.2,-0.4
O=c1oc2cc(OCc3ccc(F)cc3F)ccc2cc1-c1ccc2ccccc2n1,9,-6,.,0,4,1,3,0.7,1.1
CCn1c(SCC(=O)c2ccc(F)cc2)nnc1-c1ccoc1C,6,-3,5,14,-9,-5,1,-1.5,0.7

# Further records follow.
SMILES,D1 antag,D2 antagonist,RXFP1 antag,D2 potentiator,D1 PAM,TRHR enhancer,D1 agonist,TRHR agonist,D2 agonist
CCOC(=O)C1CCCN(C(=O)c2cccc(S(=O)(=O)N(C)c3ccc(C)cc3)c2)C1 (configuration not stated),1,-16,6,11,-1,-5,1,0.4,-0.6
COc1ccc(Cl)cc1NC(=O)CN(C)CC(=O)Nc1cc(OC)c(OC)c(OC)c1,-1,-13,4,-12,-5,1,1,-1.1,-1.0
CC(=O)c1ccc(NC(=O)Cn2nc(N3CCN(c4ccccc4)CC3)ccc2=O)cc1,6,.,-11,5,-1,16,5,0.6,0.9
CCN(CC)CCn1c(NS(=O)(=O)c2ccc(C)cc2)nc2ccccc21,10,51*,2,-19,-4,2,1,1.1,0.0
CC(C)NS(=O)(=O)c1ccc(OCC(N)=O)c(Cl)c1,-10,34*,0,6,-4,-1,3,0.2,0.1
COc1ccc(-c2nc(SCC(=O)NCc3ccccc3Cl)n[nH]2)cc1,1,.,-17,-10,-1,3,-1,-0.5,0.0
CC1=Nc2ccccc2N=C(NC(=O)/C=C/C(=O)O)C1c1ccccc1 (configuration not stated),-2,-3,-23,-5,-8,-4,2,0.7,0.5
Cc1ccsc1/C=c1\sc2ncnn2c1=O,-15,0,-19,0,-1,1,2,0.7,-0.6
COC(=O)c1c(C)[nH]c(C(=O)OCC(=O)NC(C)(C)C)c1C,-16,-5,10,-4,5,-2,2,0.0,-0.6
COc1ccccc1C1C(C(=O)c2ccco2)=C(O)C(=O)N1c1cc(C)on1 (configuration not stated),7,-4,-19,14,-2,-1,1,0.1,1.1
COc1ccc(/C=N\NC(=O)c2cc(OCC(F)(F)F)ccc2OCC(F)(F)F)cc1,-6,-7,-12,-2,-7,-9,4,-0.4,7.9
CC(C)OC(=O)c1cc(=O)[nH]c2ccccc12,0,-4,4,-4,-4,-4,2,0.1,0.1
COc1ccc(C(=O)NNc2ncnc3c2cnn3-c2ccccc2)cc1,-20,.,-22,-14,2,6,-3,-0.5,-0.9
O=C(N/N=C/c1cccnc1)c1cccc(NC(=O)c2cccc(Br)c2)c1,-29,12,6,.,-1,5,0,0.4,-3.1
Cc1ccc(N(CC(=O)NC2CCCCC2)C(=O)c2ccc(C)s2)cc1,-10,4,1,-7,-8,-6,1,-1.4,-1.7
CCOC(=O)c1c(-c2cccs2)csc1N,-22,-13,-11,-1,-4,7,0,0.3,-0.4
Cc1noc(C)c1CSc1nc2ccccc2c(=O)n1-c1ccc(F)cc1F,14,.,-1,.,5,7,5,0.5,.
COc1cccc(NC(=O)C(Cc2ccccc2)NS(=O)(=O)c2ccc3c(c2)c(=O)n(C)c(=O)n3C)c1 (configuration not stated),-7,.,.,1,-2,-4,1,-0.3,0.5
Cc1cc(NC(=O)CSc2nnnn2C2CCCC2)no1,-16,-11,1,23,-3,5,3,1.2,1.3
CCCCOc1ccc(-c2nnn(C(C)(C)C(=O)OC)n2)cc1,-2,-1,7,-4,-4,-6,1,0.3,0.9
O=C(C[n+]1cc(-c2ccc(Cl)c(Cl)c2)n2c1CCC2)OCc1ccccc1,-6,-2,0,-13,-1,-5,1,-0.2,0.6
COCC(=O)Nc1cc(C)c2c(=O)oc3ccccc3c2n1,-12,3,.,8,6,5,1,0.4,0.0
CC(C)=CC(=O)Nc1nnc(-c2ccc(F)cc2)s1,4,-9,-21,-26,-4,11,4,-0.1,-0.9

# Compound activity (PubChem BioAssay)
